Screening data as filed in PubChem.
human PMI inhibition: MPI enzyme activity inhibition – biochemical, fluorescence intensity, coupled assay, primary screen (AID 1209); purified PMI enzyme, coupled fluorescence intensity; higher % means a stronger effect; one-dose inhibition, % at 20 µM; IC50 in µM for titrated hits; 190,000 compounds, 0.42% hits;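 note: plate controls were DMSO vehicle for no effect and wells lacking substrate for full effect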
Yfh1-depleted yeast: enhancers of respiration in Yfh1-depleted yeast, dose response, Friedreich's ataxia, plus single-dose screen (AID 1465); 220,000 compounds, 0.074% hits; S. cerevisiae Yfh1-off respiration, WST-1 reduction, 72 h; higher fold induction means a stronger effect; one-dose fold induction at 50 µM; EC50 in µM for titrated hits;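 active = fold induction of absorbance versus untreated yeast above a set limit, then at least 30% activation at any dose in follow-up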;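 note: activators that raise dye reduction in frataxin-depleted yeast; strong numbers were not always called active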
P. falciparum M17LAP: P. falciparum M17LAP inhibitors, primary screen, biochemical, fluorogenic H-Leu-NHMec substrate, 1536-well (AID 1619). inhibition, % at 30 µM; hits with a dose series show IC50 in µM. 220,000 compounds, 0.38% hits. recombinant M17LAP, H-Leu-NHMec fluorogenic kinetic assay; higher % means a stronger effect;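 active = compound inhibiting the enzyme by more than half at any dose during confirmatory dose-response retesting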;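 note: plate controls were full reaction with DMSO carrier for no effect and no enzyme background for full effect; strong numbers were not always called active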
XIAP displacement: small molecules displacing peptide from XIAP – biochemical, IAP family, fluorescence polarization (AID 1018) | XIAP BIR domain, fluorescence polarization peptide displacement; higher % means a stronger effect | one-dose displacement, % at 20 µM; IC50 in µM for titrated hits | 200,000 compounds, 0.007% hits; in the data active = displacement above about 50%; note: a part of the inactive calls stands beside numbers as strong as those of hits
M1AAP inhibition: P. falciparum M1AAP inhibitors, biochemical, fluorogenic H-Leu-NHMec substrate, 1536-well (AID 1445); recombinant M1AAP, H-Leu-NHMec fluorogenic kinetic assay; higher % means a stronger effect; inhibition, % at 30 µM; hits with a dose series show IC50 in µM; 220,000 compounds, 0.42% hits;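 active = primary inhibition above the hit cutoff, then over 50% inhibition at one or more dose response concentrations, cut at about 23% in these data, passing the limit was not always enough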;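 note: plate controls were DMSO full reaction for no effect and no enzyme background for full effect; strong numbers were not always called active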
WT yeast gro inh: growth inhibition of WT yeast, mitochondrial fusion screen; mitochondrial fusion phenotypic screen, WT strain; inhibition, % at 10 µM; 190,000 compounds, 2.1% hits; AID 1362; in the data active = inhibition above about 58%; tested in S. cerevisiae
LYP phosphatase: PTPN22 lymphoid phosphatase activity blockers – biochemical, fluorescence intensity, uHTS (AID 1779). 290,000 compounds, 0.054% hits. one-dose inhibition, % at 11.5 µM; IC50 in µM for titrated hits. recombinant LYP phosphatase, fluorescence intensity; higher % means a stronger effect;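 note: plate controls were vehicle with enzyme for no effect and no enzyme for full effect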
PMI inhibition: MPI inhibition at elevated mannose 6-phosphate – biochemical, fluorescence intensity, high mannose 6-phosphate, primary screen (AID 1220) | recombinant PMI enzyme, coupled fluorescence intensity; higher % means a stronger effect | 190,000 compounds, 0.66% hits | inhibition, % at 20 µM; hits with a dose series show IC50 in µM
TNAP activation fold: stimulation of alkaline phosphatase TNAP activity – biochemical, luminescent, no phosphate acceptor, uHTS, primary screen (AID 1001); purified TNAP, luminescent activation assay, no phosphate acceptor; higher activation fold means a stronger effect; one-dose activation fold at 20 µM; EC50 in µM for titrated hits; 200,000 compounds, 0.03% hits; in the data active = activation fold from about 3, or a potency from the dose series; inactive = the rest, 99 in 100 with activation fold below about 1.6; note: many of its hits are not listed in these tables
WT yeast gro inh mutant strain: further read-out of WT yeast gro inh, marked with its call; inhibition, %; mitochondrial fusion phenotypic screen, mutant strain inhibition
* = called active by the depositor. Cut-off read from the data, not from the text of the source, unless noted: active = inhibition above about 50%; inactive = the rest.

Screening CCC(=O)Nc1nc2ccc3nc(C)sc3c2s1 returned human PMI inhibition 13%, Yfh1-depleted yeast inactive, P. falciparum M17LAP -9%, XIAP displacement -1.4%, M1AAP inhibition 3%, WT yeast gro inh 10, LYP phosphatase 0%, PMI inhibition 14%, TNAP activation fold 1.2 and WT yeast gro inh mutant strain 5.
For Cc1ccccc1Nc1c(-c2ccncc2)nc2ccc(Cl)cn12 the results were human PMI inhibition 12%, Yfh1-depleted yeast inactive, P. falciparum M17LAP 6%, XIAP displacement -2.7%, M1AAP inhibition 7%, WT yeast gro inh 23, LYP phosphatase 0%, PMI inhibition 18%, TNAP activation fold 1 and WT yeast gro inh mutant strain 13.
`O=C(NNS(=O)(=O)c1ccccc1)c1cnn(-c2ccccc2)c1-n1cccc1` gave human PMI inhibition 7%, Yfh1-depleted yeast inactive, P. falciparum M17LAP 13%, XIAP displacement -3.3%, M1AAP inhibition 4%, WT yeast gro inh 9, LYP phosphatase -6%, PMI inhibition 3%, TNAP activation fold 1 and WT yeast gro inh mutant strain 12.
`Cc1ccc2[nH]c(-c3ccccc3)c(CN3CCCC3)c(=O)c2c1` gave human PMI inhibition -1%, Yfh1-depleted yeast inactive, P. falciparum M17LAP -1%, XIAP displacement -0.1%, M1AAP inhibition 5%, WT yeast gro inh -8, LYP phosphatase 8%, PMI inhibition -2%, TNAP activation fold 1.1 and WT yeast gro inh mutant strain 5.
For CC(=O)NC1=NN(C(C)=O)C(c2ccccn2)S1 (stereo not given) the results were human PMI inhibition 3%, Yfh1-depleted yeast inactive, P. falciparum M17LAP -4%, XIAP displacement -4.7%, M1AAP inhibition 0%, WT yeast gro inh -3, LYP phosphatase -5%, PMI inhibition -2%, TNAP activation fold 1.1 and WT yeast gro inh mutant strain 7.
`CSc1nc2ccccc2cc1/C=C(\C#N)c1cccc(Cl)c1` gave human PMI inhibition 1%, Yfh1-depleted yeast inactive, P. falciparum M17LAP -3%, XIAP displacement -17%, M1AAP inhibition 2%, WT yeast gro inh 33, LYP phosphatase 0%, PMI inhibition 4%, TNAP activation fold 1 and WT yeast gro inh mutant strain 10.
Screening CC(Sc1nnc(-c2cccs2)n1Cc1ccccc1)C(=O)NCc1ccc2c(c1)OCO2 (stereo not given) returned human PMI inhibition 13%, Yfh1-depleted yeast inactive, P. falciparum M17LAP 7%, XIAP displacement -0.6%, M1AAP inhibition 3%, WT yeast gro inh 4, LYP phosphatase -6%, PMI inhibition 1%, TNAP activation fold 1.2 and WT yeast gro inh mutant strain -1.
`O=C(CCCC(=O)NNC(=O)Nc1ccccc1)NNC(=O)Nc1ccccc1` gave human PMI inhibition 2%, Yfh1-depleted yeast inactive, P. falciparum M17LAP -1%, XIAP displacement -4.1%, M1AAP inhibition 0%, WT yeast gro inh -15, LYP phosphatase -2%, PMI inhibition -1%, TNAP activation fold 1.1 and WT yeast gro inh mutant strain 6.
`CCOC(=O)c1sc(NC(=S)NC(=O)C2CCCC2)cc1C` gave human PMI inhibition 15%, Yfh1-depleted yeast inactive, P. falciparum M17LAP -4%, XIAP displacement -7.7%, M1AAP inhibition 1%, WT yeast gro inh -11, LYP phosphatase 2%, PMI inhibition 10%, TNAP activation fold 1.1 and WT yeast gro inh mutant strain -5.
`Cc1nn(-c2ccccc2)c2sc(C(=O)NC3CC3)cc12` gave human PMI inhibition 6%, Yfh1-depleted yeast inactive, P. falciparum M17LAP 7%, XIAP displacement -4.7%, M1AAP inhibition 2%, WT yeast gro inh 16, LYP phosphatase -7%, PMI inhibition -1%, TNAP activation fold 1.1 and WT yeast gro inh mutant strain -1.
`CC1(C)CC(c2nc(-c3ccc([N+](=O)[O-])cc3)cs2)CCO1` (stereo not given) gave human PMI inhibition 15%, Yfh1-depleted yeast inactive, P. falciparum M17LAP 6%, XIAP displacement -10%, M1AAP inhibition 3%, WT yeast gro inh 25, LYP phosphatase -4%, PMI inhibition 34%, TNAP activation fold 1.1 and WT yeast gro inh mutant strain 32.
For C=CCn1c(COc2ccc(Cl)cc2)nnc1SCc1ccc(C#N)cc1 the results were human PMI inhibition -1%, Yfh1-depleted yeast inactive, P. falciparum M17LAP 0%, XIAP displacement -5.6%, M1AAP inhibition 6%, WT yeast gro inh 8, LYP phosphatase 2%, PMI inhibition 2%, TNAP activation fold 0.9 and WT yeast gro inh mutant strain 16.
Cc1nc(N2CCN(Cc3ccc4c(c3)OCO4)CC2)c2cc(-c3ccccc3)sc2n1 was read as human PMI inhibition 8%, Yfh1-depleted yeast inactive, P. falciparum M17LAP -4%, XIAP displacement -17%, M1AAP inhibition 6%, WT yeast gro inh 70*, LYP phosphatase 3%, PMI inhibition 0%, TNAP activation fold 1.1 and WT yeast gro inh mutant strain 63*.
For O=C(CSc1nnc2sc3ccccc3n12)NCc1ccc2c(c1)OCO2 the results were Yfh1-depleted yeast inactive, P. falciparum M17LAP 1%, M1AAP inhibition -4%, WT yeast gro inh 6, LYP phosphatase -4% and WT yeast gro inh mutant strain 6.
`CCOC(=O)CCc1nn(C)c(=O)c2ccccc12` gave human PMI inhibition -2%, Yfh1-depleted yeast inactive, P. falciparum M17LAP 1%, XIAP displacement -22%, M1AAP inhibition 1%, WT yeast gro inh 1, LYP phosphatase -5%, PMI inhibition -6%, TNAP activation fold 1.1 and WT yeast gro inh mutant strain -12.
`Cc1nnc(SCC(=O)Nc2ccc(Cl)cn2)n1Cc1ccccc1` gave human PMI inhibition 5%, Yfh1-depleted yeast inactive, P. falciparum M17LAP 0%, XIAP displacement -0.4%, M1AAP inhibition 5%, WT yeast gro inh 2, LYP phosphatase -8%, PMI inhibition 9%, TNAP activation fold 1.1 and WT yeast gro inh mutant strain -7.
`Fc1ccc(NC(=S)N2CCN(c3cccc(C(F)(F)F)c3)CC2)cc1` gave human PMI inhibition 12%, Yfh1-depleted yeast inactive, P. falciparum M17LAP 25%, XIAP displacement -5.7%, M1AAP inhibition -1%, WT yeast gro inh 8, LYP phosphatase -6%, PMI inhibition 1%, TNAP activation fold 1.1 and WT yeast gro inh mutant strain 9.
COc1ccc(C(=O)NCCN2CCOCC2)cc1OC was read as human PMI inhibition 2%, Yfh1-depleted yeast inactive, P. falciparum M17LAP 11%, XIAP displacement -3.7%, M1AAP inhibition 8%, WT yeast gro inh -15, LYP phosphatase -4%, PMI inhibition 1%, TNAP activation fold 1.1 and WT yeast gro inh mutant strain -3.
CS(=O)(=O)N1CCN(c2ccccc2NC(=O)c2ccc(Cl)cc2)CC1 was read as human PMI inhibition 3%, Yfh1-depleted yeast inactive, P. falciparum M17LAP -1%, XIAP displacement -4.4%, M1AAP inhibition 1%, WT yeast gro inh 10, LYP phosphatase -5%, PMI inhibition 4%, TNAP activation fold 1.1 and WT yeast gro inh mutant strain 13.
Screening Cc1ccc(S(=O)(=O)Nc2cc3c(C(=O)Nc4ccccc4)c(C)oc3c3ccccc23)cc1 returned human PMI inhibition 17%, Yfh1-depleted yeast inactive, P. falciparum M17LAP 8%, XIAP displacement -7.0%, M1AAP inhibition 12%, WT yeast gro inh 27, LYP phosphatase -2%, PMI inhibition 45%, TNAP activation fold 1 and WT yeast gro inh mutant strain -6.
For CC(=O)c1sc(N/N=C\c2ccc(C)cc2)nc1C the results were human PMI inhibition -20%, Yfh1-depleted yeast inactive, P. falciparum M17LAP 10%, XIAP displacement -6.2%, M1AAP inhibition 2%, WT yeast gro inh 16, LYP phosphatase 4%, PMI inhibition -26%, TNAP activation fold 1 and WT yeast gro inh mutant strain 23.
For O=C(CCNC(=O)Cn1cnc2ccccc2c1=O)NCCC1=CCCCC1 the results were human PMI inhibition 12%, Yfh1-depleted yeast inactive, P. falciparum M17LAP -7%, XIAP displacement 1.0%, M1AAP inhibition 16%, WT yeast gro inh -8, LYP phosphatase 4%, PMI inhibition 12%, TNAP activation fold 1.1 and WT yeast gro inh mutant strain 11.
For COc1cccc(/C=N/n2c(N)c(S(=O)(=O)c3cccs3)c3nc4ccccc4nc32)c1OC the results were human PMI inhibition -1%, Yfh1-depleted yeast inactive, P. falciparum M17LAP 9%, XIAP displacement -10%, M1AAP inhibition 12%, WT yeast gro inh -1, LYP phosphatase -12%, PMI inhibition -2%, TNAP activation fold 1.1 and WT yeast gro inh mutant strain -10.
COc1ccc(Oc2nc(C)nc3c2oc2ccccc23)cc1 was read as human PMI inhibition 1%, Yfh1-depleted yeast inactive, P. falciparum M17LAP 2%, XIAP displacement -1.8%, M1AAP inhibition -8%, WT yeast gro inh 43, LYP phosphatase 6%, PMI inhibition 6%, TNAP activation fold 1 and WT yeast gro inh mutant strain 25.
`COc1ccc(NC(=O)OC(C)C)cc1` gave human PMI inhibition 4%, Yfh1-depleted yeast inactive, P. falciparum M17LAP 17%, XIAP displacement 0.5%, M1AAP inhibition 1%, WT yeast gro inh -2, LYP phosphatase -3%, PMI inhibition 4%, TNAP activation fold 1.1 and WT yeast gro inh mutant strain 8.
For Cc1ccc(-c2cc(C(=O)NCc3cnn(C)c3)c3cc(Br)ccc3n2)cc1 the results were human PMI inhibition 6%, Yfh1-depleted yeast inactive, P. falciparum M17LAP 0%, XIAP displacement -3.1%, M1AAP inhibition 2%, WT yeast gro inh -6, LYP phosphatase -7%, PMI inhibition 9%, TNAP activation fold 1.1 and WT yeast gro inh mutant strain -5.
CCN(CC)S(=O)(=O)c1cc(NS(=O)(=O)c2cccc(Cl)c2Cl)ccc1C was read as human PMI inhibition 12%, Yfh1-depleted yeast inactive, P. falciparum M17LAP 9%, XIAP displacement -2.1%, M1AAP inhibition 11%, WT yeast gro inh -1, LYP phosphatase 6%, PMI inhibition 13%, TNAP activation fold 1.1 and WT yeast gro inh mutant strain -3.
For Cc1nc(NCC2CCCO2)nc2c1C(=O)CC(C)(C)C2 (stereo not given) the results were human PMI inhibition -6%, Yfh1-depleted yeast inactive, P. falciparum M17LAP 14%, XIAP displacement -2.5%, M1AAP inhibition 9%, WT yeast gro inh -7, LYP phosphatase -10%, PMI inhibition -20%, TNAP activation fold 1 and WT yeast gro inh mutant strain 19.
For CC(NC(=O)c1ccccc1)C(=O)N/N=C/c1ccccc1 (stereo not given) the results were human PMI inhibition 10%, Yfh1-depleted yeast inactive, P. falciparum M17LAP 6%, XIAP displacement -4.7%, M1AAP inhibition 9%, WT yeast gro inh -11, LYP phosphatase -9%, PMI inhibition 2%, TNAP activation fold 1.1 and WT yeast gro inh mutant strain -17.
`COc1ccccc1C1C(C#N)=C(N)Oc2c1c(-c1ccccc1)nn2-c1ccccc1` (stereo not given) gave human PMI inhibition 11%, P. falciparum M17LAP -5%, XIAP displacement -2.1%, M1AAP inhibition 1%, WT yeast gro inh 14, LYP phosphatase 4%, PMI inhibition 3%, TNAP activation fold 1.1 and WT yeast gro inh mutant strain -4.
